# S3 lipid droplet – qHTS Assay for Lipid Storage Modulators in Drosophila S3 Cells; lipid storage change, negative = inhibition, % at the top dose, mostly 46.1 µM; hits show Potency in µM; AID 2685; actives 0.64% (n = 320,000); Drosophila S3 cells, BODIPY lipid droplet fluorescence, 18-24 h; cells fed with added oleic acid; active = well fitted inhibition curve with a large enough effect in the signal ratio, with a control signal flat, not every such curve was filed as active; inconclusive = small, poorly fitted or top-dose-only effect, or effect the other way, or a change in a side signal; the % refers to the signal ratio
#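 Laser-scanning cytometry quantifies lipid droplet accumulation (500–530 nm total intensity; droplet/cell object ratio) in oleic acid-fed (400 uM added) Drosophila S3 cells treated with a concentration series. 20 uM Triacsin C defined 100% inhibition.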
# S3 lipid droplet cell count max – second read-out of S3 lipid droplet, no call of its own (marks repeat the call); cell number change, %; measured here: cell count max response;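 cells counted by Cell Tracker Red CMTPX staining in the red channel; peak over a dose series mostly up to 46.1 µM; percent activity relative to internal control wells on each plate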
# Numbers without * were called inactive; i = inactive; ? = inconclusive; · = not tested or not shown; [ ] = another dose, or the depositor's remark. % is scaled to controls: 0 for no effect and ±100 for the full control effect; potency is read from the fitted curve at half-maximal effect.
SMILES,S3 lipid droplet,S3 lipid droplet cell count max
O=C(NCCCn1ccnc1)C(=O)NCC(c1ccco1)N1CCN(c2ccccc2)CC1 (stereo unspecified),?,·
COc1ccc(Nc2cc(Cl)ccc2C(=O)O)cn1,?,·
CC1(C)CCCN(Cc2c(O)ccc3c(=O)c(-c4nc5ccccc5s4)c(N)oc23)C1,?,·
O=C(O)c1ccccc1C(c1ccc(O)cc1)c1ccc(O)cc1,2%,18
CCCC(=O)N(C)c1nnc(-c2ccc(OC)cc2)s1,15%,-22
Cc1cc(C)n(-c2nnc(Cl)c3ccccc23)n1,-7%,0
Cc1[nH]c2ccccc2c1/C=N/NC(=O)Nc1ccccc1,?,·
COc1ccc(N2CCN(S(=O)(=O)c3ccc(-n4cnnn4)c(C)c3)CC2)cc1,?,·
CCOC(=O)c1oc2cc(O)cc(C)c2c(=O)c1-c1cscn1,?,·
CCOC(=O)Cc1csc(NC(=O)CCNS(=O)(=O)c2ccc3c(c2)CCC(=O)N3)n1,?,·

# Part of the list above, with bars between the fields.
SMILES | S3 lipid droplet | S3 lipid droplet cell count max
O=C(NCCCn1ccnc1)C(=O)NCC(c1ccco1)N1CCN(c2ccccc2)CC1 (stereo unspecified) | ? | ·
Cc1cc(C)n(-c2nnc(Cl)c3ccccc23)n1 | -7% | 0
COc1ccc(Nc2cc(Cl)ccc2C(=O)O)cn1 | ? | ·
CCCC(=O)N(C)c1nnc(-c2ccc(OC)cc2)s1 | 15% | -22
Cc1[nH]c2ccccc2c1/C=N/NC(=O)Nc1ccccc1 | ? | ·

# (cont.)
SMILES,S3 lipid droplet,S3 lipid droplet cell count max
COc1ccc(N=Cc2c[nH][nH]c2=O)cc1,27%,-1
COCCn1nnnc1C(c1ccc(OC)cc1OC)N1CCN(c2ccccc2)CC1 (stereo unspecified),?,·
COc1ccc(C2=NNC(c3cc(Cl)cc4c3OCOC4)C2)c(O)c1 (stereo unspecified),?,·
CCc1ccc(NC(=O)COC(=O)CCCC2=NS(=O)(=O)c3ccccc3N2)cc1,0%,-2
CCCNC(=O)COC(=O)c1ccccc1C(=O)N(C)C1CCCCC1,1%,-1
NC(=O)C1CCCN(C(=O)c2ccc(NC(=O)c3cccs3)cc2)C1 (stereo unspecified),?,·
O=[N+]([O-])c1ccc(N2CCCCC2)c(Cl)c1N1CCCCC1,?,·
CC(C)C(=O)Nc1cccc(C(=O)Nc2nnc(C(C)(C)C)s2)c1,-8%,-4
Cc1nc2ncnn2c(C)c1Cc1cccc(C(F)(F)F)c1,?,·
COc1ccc(NC(=S)N2CCC(c3nc4ccccc4o3)CC2)c(OC)c1,-7%,5
COc1ccc(OC)c(NC(=O)COC(=O)CCCN2C(=O)c3ccccc3C2=O)c1,?,·
CCOC(=O)/C=C/C(=O)Nc1ccc(Oc2ccccc2)cc1,-7%,-13
Cc1cc(C)c(S(=O)(=O)NCC(=O)NCc2ccccn2)c(C)c1,?,·
O=C(CCC(=O)Nc1nnc(C2CCCCC2)s1)NCc1cccs1,?,·
CC(C)c1cc(C(=O)N/N=C/c2ccco2)n[nH]1,2%,6
O=C(CCc1nnc2ccc(NCc3ccccc3Cl)nn12)NC1CCCC1,3%,4
CCc1ccc2[nH]c(=O)c(C(c3nnnn3CCOC)N3CCN(c4ccccc4F)CC3)cc2c1 (stereo unspecified),i,-3
COC(=O)c1cc(C(=O)OC)cc(N2C(=O)CC(NNC(=O)c3ccccc3Cl)C2=O)c1 (stereo unspecified),0%,13
CC(=O)c1ccc(NC(=O)c2ccc(COc3ccccc3[N+](=O)[O-])o2)cc1,?,·
O=C(Nc1nnc(-c2cccs2)o1)c1ccco1,?,·

# Arranged by count of non-hydrogen atoms (smallest number first): part of the list above
SMILES,S3 lipid droplet,S3 lipid droplet cell count max
Cc1cc(C)c(S(=O)(=O)NCC(=O)NCc2ccccn2)c(C)c1,?,·
COC(=O)c1cc(C(=O)OC)cc(N2C(=O)CC(NNC(=O)c3ccccc3Cl)C2=O)c1 (stereo unspecified),0%,13
CCc1ccc2[nH]c(=O)c(C(c3nnnn3CCOC)N3CCN(c4ccccc4F)CC3)cc2c1 (stereo unspecified),i,-3

# Other structures
SMILES,S3 lipid droplet,S3 lipid droplet cell count max
COc1ccccc1OCC(=O)NNC(=S)NC(=O)c1ccco1,i,1
NC(=O)c1ccc[n+](Cc2ccccc2)c1,2%,2
COc1ccc(/C(C)=N/NC(=O)c2ccc(N(C)C)cc2)cc1,?,·
COc1cccc(NC(=O)Cn2c(=O)oc3ccccc32)c1,?,·
NC(=O)CSc1nnc(-c2cccc(S(=O)(=O)N3CCCCC3)c2)o1,-1%,25
CCO[C@@H]1OC(C(N)=O)=C[C@H](c2ccc(Br)cc2)[C@H]1CCCO,0%,-9
O=C(NCc1ccccc1F)C1CCN(C(=O)Nc2ccc(F)cc2)CC1,?,·
CCNC(=O)/C(C#N)=C/c1c(N2CCN(Cc3ccc4c(c3)OCO4)CC2)nc2c(C)cccn2c1=O,?,·
COc1ccccc1CNC(=O)C(CCSC)NS(=O)(=O)c1ccc2c(c1)oc(=O)n2C (stereo unspecified),?,·
COc1ccccc1NC(=O)COc1ccccc1C(=O)Nc1ccccc1,?,·
COC(=O)c1cc(NC(=O)c2cc(C)oc2C)cc(C(=O)OC)c1,-1%,-1
C=CCNC(=O)c1cc2c(=O)n3cc(C)ccc3nc2nc1NCC1CCCO1 (stereo unspecified),0%,-18
O=C1CC2(CCN(C(=O)COc3ccccc3)CC2)Oc2ccccc21,6%,3
CCOP(=O)(c1ccc(N(C)C)cc1)C(O)c1ccccc1 (stereo unspecified),?,·
O=C(NCCC1=CCCCC1)C1CCN(S(=O)(=O)c2ccc(-n3cnnn3)cc2)CC1,?,·
CCOc1ccccc1CNC(CC)CO (stereo unspecified),?,·
Cc1ccc(C)c(NS(=O)(=O)c2cc(C(=O)Nc3ccccc3-c3ccccc3)ccc2Cl)c1,-12%,-18
Cc1cccc(NC(=O)c2cccc(C(=O)Nc3cccc(C)c3)c2)c1,1%,8
COc1ccc(C(=O)C[n+]2cccc(C)c2C)cc1[N+](=O)[O-],11%,6
O=C(O)c1sccc1S(=O)(=O)N1CCN(c2ccc(C(F)(F)F)cn2)CC1,2%,20
COC(=O)c1ccc(N2CCCCC2)c(NC(=O)c2ccco2)c1,?,·
Cc1ccc(CC(=O)Nc2cccnc2)cc1,24%,·
CC(C)(C)c1ccc(C(=O)Oc2ccccc2CCC(=O)O)cc1,0%,4
CCCCCN(C(=O)COC(=O)Cc1c(C)nc2ccccc2c1C)c1c(N)n(CCCC)c(=O)[nH]c1=O,?,·
Cc1ccc(S(=O)(=O)Nc2ccc(Br)cc2/C=N/n2cnnc2)cc1,?,·
Cc1cc(C)nc(SCC(=O)N/N=C/c2cccn2-c2cccc(C(F)(F)F)c2)n1,-23%,-9
O=C(Cn1ncc2c([nH]c3ccccc32)c1=O)N1CCOCC1,i,-1
O=C(NCc1ccco1)c1ccc(-c2cccc(Cl)c2)o1,22%,-7
COc1ccc(S(=O)(=O)N2c3ccccc3OCC2CC(=O)O)cc1 (stereo unspecified),?,·
Cc1ccccc1OC1C(=O)N(Cc2ccc3c(c2)OCO3)C1c1sccc1C (stereo unspecified),3%,-13
CCn1c(O)c(C(C#N)=C2N=c3ccccc3=N2)c2ccccc21,-1%,25
Cc1ccc(CN2CC(C(=O)Nc3ccccc3N3CCCC3)CC2=O)cc1 (stereo unspecified),?,·
COc1cccc(OC)c1C(=O)Nc1sc2c(c1C(N)=O)CCN(Cc1ccccc1)C2,?,·
O[Si](CCCN1CCCCC1)(c1ccc(F)cc1)C1CCCCC1 (stereo unspecified),11%,13
Cc1ccc(C(=O)NC(C)c2ccccc2)cc1S(=O)(=O)N1CCOCC1 (stereo unspecified),?,·
COc1ccc(-n2nnnc2SCC(=O)Nc2ccccc2N2CCOCC2)cc1,-7%,-12
O=C1CCCC(O)=C1C=NCCc1ccccc1,15%,-7
COc1ccc(S(=O)(=O)N2CCN(C(=O)[C@@H]3CCCN3C(=O)c3cccs3)CC2)cc1,i,-3
CCOc1ccc(NC(=O)c2nnn(CC(=O)Nc3ccccc3OC)c2N)cc1,?,·
Cc1ccn2cc(-c3cccc(S(=O)(=O)N4CCCCC4)c3)nc2c1,-24%,·
Cc1ccc(S(=O)(=O)CCC(=O)Nc2ccc(F)cc2)cc1,29%[9.22 µM],0
CC1CN(Cc2cnc(Cl)s2)CC(C)O1 (stereo unspecified),?,·
O=C(Nc1ccc[n+](CC(=O)c2cccc3ccccc23)c1)c1ccccc1,9%,-9
C=CCOc1ccccc1CN(C(=O)CCl)c1ccc2c(c1)OCO2,9.2µM*,11*
CCCOc1ccc(C2C3=C(CCCC3=O)N(CC(=O)O)C3=C2C(=O)CCC3)cc1OCC,?,·
COc1cc(=O)[nH]c(=O)n1CC(=O)c1ccccc1,7%,-8
COc1cccc(C(=O)Nc2cc(C(=O)NCCc3ccccc3)ccc2Cl)c1,?,·
C=C(C)Cn1c(CCNC(=O)C(C)C)nc2ccccc21,i,·
Cc1ccc(N2C(=O)C3C4C=CC(CNC(=S)Nc5cccc(Cl)c5)(O4)C3C2=O)cc1 (stereo unspecified),?,·
Cc1ccnc(N/N=C/c2ccco2)n1,?,·

# (listing goes on)
SMILES,S3 lipid droplet,S3 lipid droplet cell count max
COCCn1c(SCc2nc(N)nc(Nc3ccccc3C)n2)nc2ccccc2c1=O,?,·
C=CCOc1ccccc1NC(=O)CN1C(=O)CNC1=O,?,·
CC(=O)Nc1ccc(-c2ccc3nnc(C)n3n2)cc1,0%,-17
O=C(NN(C(=O)c1ccccc1)c1ccccc1)c1ccccc1,-15%,·
Cc1cccnc1NC(=O)Cn1c(=O)oc2ccccc21,4%,15
O=C(NC1CCCCC1)N1CCC(c2nc3ccccc3[nH]2)CC1,i,11
CC1(C)Cc2c(sc3ncnc(NNC(=S)NCc4ccccc4)c23)CO1,?,·
Cc1cccc(C)c1NC(=O)CN1C(=O)C2CC=CCC2C1=O (stereo unspecified),-9%,12
CCOC(=O)c1c(NC(=S)Nc2ccc(OCC)cc2)sc2c1CCN(C)C2,-3%,-3
Cc1ccc(Cn2c(N3CCNCC3)nc3c2c(=O)[nH]c(=O)n3C)cc1,?,·
C=CCn1c(C)cc(C(=O)COc2ccc(C)nc2[N+](=O)[O-])c1C,?,·
Cc1cc(N/N=C/c2ccncc2)nc2ccccc12,?,·
O=C(CSc1nccn1Cc1ccco1)Nc1ccccc1F,?,·
Cc1ccc(C(=O)Nc2c(C#N)c(C)c(C)n2Cc2ccccc2)cc1,-8%,-4
Cc1ccc(S(=O)(=O)/N=C2/NC(=O)/C(=C/c3ccc(Br)o3)S2)cc1,?,·
CC(=O)c1ccc(NC(=O)CN(c2c(C)cccc2C)S(C)(=O)=O)cc1,?,·
CCN(C(=O)Cn1c([N+](=O)[O-])cnc1C)c1ccccc1,i,5
CCOCCOc1cccc(C(=O)NC(c2ccccc2)C(C)C)c1 (stereo unspecified),-4%,13
CC1CCN(C2=NC(=O)/C(=C/c3cn[nH]c3-c3ccccc3)S2)CC1,7%,-11
COc1ccc(-n2ccc3ccccc32)cc1,?,·

# Reprinted from the part before: 3 entries; new compounds follow.
SMILES,S3 lipid droplet,S3 lipid droplet cell count max
CCOCCOc1cccc(C(=O)NC(c2ccccc2)C(C)C)c1 (stereo unspecified),-4%,13
CC1CCN(C2=NC(=O)/C(=C/c3cn[nH]c3-c3ccccc3)S2)CC1,7%,-11
COc1ccc(-n2ccc3ccccc32)cc1,?,·
CC1CCCC(CC(=O)O)(CC(=O)O)C1 (stereo unspecified),-4%,-2
CCCCNC(=O)c1c[nH]c2ccc(S(=O)(=O)N3CCOCC3)cc2c1=O,?,·
Nc1nc(NCc2ccco2)nc(N2CCN(Cc3ccccc3)CC2)c1[N+](=O)[O-],1%,1
CCOC(=O)c1sc(N2C(=O)C(O)=C(C(=O)c3ccco3)C2c2ccc(C)o2)nc1C (stereo unspecified),?,·
CSCCOC(=O)C1=C(C)NC(=O)NC1c1ccc2c(c1)OCO2 (stereo unspecified),?,·
COC(=O)[C@]1(Cc2ccccc2)N[C@H](c2ccc(-c3ccccc3)cc2)[C@@H]2C(=O)N(C)C(=O)[C@@H]21,?,·
CN(C)c1ccc(/C=N/NC(=O)C2CC2c2ccccc2)cc1 (stereo unspecified),?,·
COc1ccc(S(=O)(=O)N2CCCCC2)cc1NC(=O)CNc1ccccc1C(C)=O,18%,-18
COc1ccccc1CC(=O)Nc1cc(OC)c(NC(=O)c2ccccc2)cc1OC,i,-14
CC(=O)Nc1cccc(OCc2c(F)cccc2Cl)c1,7%,-1
O=C(O)c1ccc(N/N=C/C(Br)=C/c2ccccc2)cc1,16%,·
CCOC(=O)c1cc(CN2CCOCC2)oc1-c1ccccc1,?,·
O=C(c1ccco1)N1CCN(C2CCCC2)CC1,?,·
O=C1CCC(=O)N1c1ccc(NCc2ccccc2Cl)c([N+](=O)[O-])c1,?,·
Cn1cnc(C(=O)N2CCN(c3ccccc3)CC2)c1C(=O)N1CCN(c2ccccc2)CC1,?,·
C=CCN(CC(=O)NCc1ccc(F)cc1)C(=O)c1csnn1,-2%,4
CC1CCCCN1C(=O)CSc1nnc(-c2ccc(Cl)s2)o1 (stereo unspecified),?,·
CN(C)c1nc(N)ncc1-c1ccc(Oc2ccccc2)cc1,?,·
O=[N+]([O-])c1cc([N+](=O)[O-])c2cccnc2c1Oc1ccccc1O,-8%,-14
CN(CCO)c1cc(N2CCCCC2)c2nonc2c1[N+](=O)[O-],3%,-1
Cc1cc(/C=N/NC(=O)Cn2c3ccccc3c(=O)c3ccccc32)c(C)n1-c1ccc(Cl)cc1,1%,9
COc1cccc2cc(CC(=O)c3cc(C)ccc3C)c(=O)oc12,?,·

# Screens (PubChem)

# Only part of the results is shown, so the mix of outcomes need not match the whole.
